IMP-1 inh: inhibitors of Pseudomonas aeruginosa IMP-1 metallo-beta-lactamase. purified IMP-1, nitrocefin hydrolysis, epi-absorbance fluorescence. inhibition, % at 5.6 µM. 0.45% of 290,000 active. AID 1556;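 active = inhibition above the mean plus 3 SD of all compounds in the same screening run, cut at about 4.5% in these data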;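 note: 0% = IMP-1 with DMSO and 100% = DMSO wells lacking enzyme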
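Test system: recombinant IMP-1 enzyme, purified / Medium: HEPES buffer pH 7.1 with ZnSO4 and Brij 35 / Doses: single dose, 5.6 µM / Times: 25 °C, 15 min preincubation, 25 min reaction / Detection: Epi-absorbance via hydrolysed-nitrocefin quenching of white-plate fluorescence, 480/530 nm, EDTA stop / Evaluation: percent inhibition from optical density relative to buffer-blank wells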
PfM18AAP inh: blocks P. falciparum M18 aspartyl aminopeptidase; recombinant PfM18AAP, H-Glu-NHMec fluorogenic cleavage; inhibition, % at 7.35 µM; 1.2% of 290,000 active; AID 1822;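 active = inhibition above the campaign mean inhibition over all tested compounds plus 3 SD, cut at about 28% in these data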;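 note: 0% = plate median of test compound wells and 100% = 2 mM ZnCl2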
IDE inh: inhibitors of human insulin-degrading enzyme in cells | P14735 | HEK cells, FAbetaB cleavage, fluorescence polarization | inhibition, % at 5.59 µM | 0.41% of 320,000 active | AID 434962;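 active = percent inhibition above the average of all tested compounds plus 3 SD, set per screening campaign, cut at about 16% in these data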;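 note: IDE supplied by intact live HEK cells; FP after avidin binding of uncleaved biotin substrate so inhibition keeps polarization high; 0% = DMSO wells and 100% = 60 µM reference IDE inhibitor Ii1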
Target sequence (P14735 whole entry, looked up): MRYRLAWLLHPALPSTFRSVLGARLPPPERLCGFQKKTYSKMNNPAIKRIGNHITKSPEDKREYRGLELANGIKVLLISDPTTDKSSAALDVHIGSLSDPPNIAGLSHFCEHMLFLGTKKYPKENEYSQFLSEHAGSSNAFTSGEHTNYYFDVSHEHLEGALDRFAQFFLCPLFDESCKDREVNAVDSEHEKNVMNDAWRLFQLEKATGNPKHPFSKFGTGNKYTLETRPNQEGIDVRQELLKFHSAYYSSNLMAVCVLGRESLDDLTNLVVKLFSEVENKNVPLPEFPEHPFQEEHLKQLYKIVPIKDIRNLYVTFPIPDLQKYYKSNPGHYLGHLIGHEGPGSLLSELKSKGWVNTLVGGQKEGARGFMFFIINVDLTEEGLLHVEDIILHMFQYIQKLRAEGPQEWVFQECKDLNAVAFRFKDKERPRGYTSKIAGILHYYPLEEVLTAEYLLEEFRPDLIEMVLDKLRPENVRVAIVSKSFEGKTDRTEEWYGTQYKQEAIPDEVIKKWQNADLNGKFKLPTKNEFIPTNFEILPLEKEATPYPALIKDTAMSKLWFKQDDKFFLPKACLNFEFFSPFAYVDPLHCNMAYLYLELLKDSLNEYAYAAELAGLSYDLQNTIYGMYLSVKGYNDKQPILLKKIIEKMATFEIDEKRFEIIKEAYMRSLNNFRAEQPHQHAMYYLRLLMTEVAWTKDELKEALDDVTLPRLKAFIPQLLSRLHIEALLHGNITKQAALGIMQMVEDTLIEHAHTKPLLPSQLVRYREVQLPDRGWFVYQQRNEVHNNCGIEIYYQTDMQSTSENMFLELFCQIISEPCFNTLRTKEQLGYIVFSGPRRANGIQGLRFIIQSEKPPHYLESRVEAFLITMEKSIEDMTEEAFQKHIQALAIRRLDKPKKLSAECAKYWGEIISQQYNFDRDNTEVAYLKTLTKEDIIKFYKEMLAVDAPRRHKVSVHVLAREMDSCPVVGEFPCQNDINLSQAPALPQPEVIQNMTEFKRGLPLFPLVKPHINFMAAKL
SUMO HTRF inh: SUMOylation inhibition; P63279; HTRF SUMOylation assay, SAE1/SAE2 + UBC9, in vitro; inhibition, % at 35 µM; 0.36% of 290,000 active; in the data active = inhibition above about 50%, passing the limit was not always enough; note: strong numbers were not always called active
FID counter: counter-screen for HCV NS3 helicase inhibitors: DNA intercalator displacement; DNA fluorescent intercalator displacement, fluorescence; inhibition, % at 7.9 µM; 0.17% of 290,000 active; AID 1845; in the data active = inhibition above about 37%;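 note: 0% = vehicle and 100% = reference compound; higher means more ethidium bromide displaced from hairpin DNA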
IDE cell activ: activators of human insulin-degrading enzyme in cells; P14735; HEK cells, FAbeta-B cleavage, fluorescence polarization; 0% vehicle, 100% cell-free pure enzyme wells; activation, % at 5.96 µM; 0.073% of 340,000 active; AID 493087;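 active = activation above the mean of all tested compounds plus 3 SD, set per screening campaign, cut at about 17% in these data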
VIM-2 inh: inhibitors of Pseudomonas aeruginosa VIM-2 metallo-beta-lactamase. 0.89% of 290,000 active. purified VIM-2, nitrocefin hydrolysis, epi-absorbance fluorescence. inhibition, % at 5.6 µM;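 active = inhibition above the mean of all tested compounds plus 3 SD, cutoff set per screening run, cut at about 7.5% in these data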;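 note: red hydrolysis product quenches plate fluorescence so inhibitors raise well fluorescence; 0% = enzyme with DMSO and 100% = DMSO without enzyme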
NS3 helicase inh: HCV NS3 helicase inhibition; inhibition, % at 10.9 µM; NS3 helicase DNA unwinding, Cy5 molecular beacon fluorescence; AID 1800; 0.56% of 290,000 active;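 active = inhibition above the mean of all tested compounds plus 3 SD, set per campaign, cut at about 35% in these data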;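 note: 0% = DMSO wells and 100% = thioflavine S control wells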
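System: NS3 helicase fragment of HCV / Schedule: 1 h at 25 °C / Control set: DMSO alone as 0% and 110 µM thioflavine S as 100% / Reagent: Cy5/quencher beacon DNA duplex and ATP to start / Technique: Cy5 fluorescence / Replication: singlicate / Evaluation: % inhibition of end-to-start signal ratio versus controls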
pCIP destab: lowers stability of the mouse p/CIP coactivator protein. F442A p/CIP-EGFP cells, EGFP fluorescence, 16 h. decrease of EGFP signal, % at 10 µM. 0.01% of 290,000 active;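 active = EGFP signal decrease of at least 30% at 10 µM or well 3 SD below plate mean, unless failing retest; inactive = the rest, including hits failing retest or dose response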; note: some compounds called inactive have numbers as strong as hits; many of its hits are not listed in these tables
An asterisk follows results filed as active; nt = no result given.

molecule,IMP-1 inh,PfM18AAP inh,IDE inh,SUMO HTRF inh,FID counter,IDE cell activ,VIM-2 inh,NS3 helicase inh,pCIP destab
CCCn1c(-c2nonc2N)nc2ccccc21,-3.3,9,2,28,-8,6,0.8,-1,5
O=C1c2ccccc2C(Nc2ccc3c(c2)OCCO3)N1c1ccccn1 (stereo unspecified),-4.1,-1,-1,-14,-9,-1,-1.3,7,1
CCCCOc1ccc(CSC(=N)N)cc1[N+](=O)[O-],-1.9,-2,8,13,15,4,-0.9,-13,7
COc1ccc(NC(=O)CC2C(=O)NC3CCCCC3N2C(=O)c2ccc(F)cc2)cc1 (stereo unspecified),-2.1,-1,-1,5,-26,2,-4.0,-16,-8
CC(C)=CCN1CCN(Cc2coc3ccc(C)cc3c2=O)CC1CCO (stereo unspecified),-4.0,2,5,1,-2,5,-2.3,4,0
CCOc1ccc(OCCCN(C)C)cc1,-1.9,-2,-6,22,3,4,-5.3,-4,-15
CC(C)NC(=O)c1nc2ccccc2s1,-4.0,4,-3,-1,1,-5,-2.0,2,-2
O=C(Cn1ncc2c3ccccc3n(Cc3ccccc3)c2c1=O)NC1CCCC1,-1.5,2,3,17,-15,4,-2.4,-2,-1
O=C(NCc1cnn(-c2ccccc2)c1)C1CCC(=O)N(C2CC2)C1 (stereo unspecified),-2.6,2,1,3,-7,1,-1.6,-1,3
CCOC(=O)C1=C(CC)OC(N)=C(C#N)C1c1ccsc1 (stereo unspecified),-2.7,1,0,-2,-4,-5,-2.5,6,-11
Cc1c(OCC(=O)NCCCN2CCCC2=O)ccc2c3c(c(=O)oc12)CCCC3,-2.2,-2,6,15,-38,2,12*,0,-12
Cc1ccc(NC2=C(Cl)C(=O)OC2OC(=O)c2ccc(C)cc2)cc1 (stereo unspecified),-1.4,-13,-3,-25,-17,4,0.6,-5,-9
Nc1nonc1-n1nnc(C(=O)N/N=C/c2ccncc2)c1CSc1ccc(Cl)cc1,-3.1,6,7,4,-2,-1,-2.3,-2,-13
Brc1ccc(/C=N/Nc2nc3ccccc3o2)cc1,-3.1,-1,0,17,-5,1,-2.1,-13,-10
O=C(N/C(=C/c1ccc([N+](=O)[O-])cc1)C(=O)N1CCCC1)c1ccccc1,-1.5,0,3,0,-16,1,-2.7,-1,-9
O=C(CN1CCN(Cc2ccccc2)CC1)Nc1ccc(F)c(F)c1,-3.5,-14,nt,21,5,6,-2.4,-11,-2
COc1cc(/C=N/NC(=O)CSCc2ccc([N+](=O)[O-])cc2)cc(OC)c1OC,1.7,-2,2,17,-5,4,-2.6,-9,-29
CCNC(=S)Nn1cnc2ccccc21,-3.4,-6,-3,6,-2,8,-1.7,7,5
CCOP(=O)(OCC)C1NC(=O)N(c2ccccc2)C1=O (stereo unspecified),-1.4,-7,2,3,-4,1,-0.3,1,1
CCCCOc1ccc(S(=O)(=O)N2CCCCCC2)cc1,-0.9,-4,-1,-2,-12,3,1.0,-11,-5
COc1cccc2cc(C(=O)NCc3ccccc3)c(=N)oc12,-4.0,4,7,20,-9,7,-3.5,15,-2
COc1cccc(C(=O)NC2CCN(CC(=O)Nc3cccc(C)c3C)CC2)c1,-0.7,6,1,22,6,3,0.5,-7,-16
O=C(Cc1ccccc1)NNC1=NS(=O)(=O)c2ccccc21,-1.1,8,-3,-1,-1,-1,-0.1,0,-15
CCOC(=O)N1CCC(N2CCCC(C(=O)c3ccccc3OC)C2)CC1 (stereo unspecified),-0.7,-3,-1,-9,1,-1,-1.8,-5,-2
COCCN(CCOC)Cc1c(O)ccc2c3c(c(=O)oc12)CCC3,-2.2,-3,-3,40,1,6,0.7,0,-12

(next part)
molecule,IMP-1 inh,PfM18AAP inh,IDE inh,SUMO HTRF inh,FID counter,IDE cell activ,VIM-2 inh,NS3 helicase inh,pCIP destab
COc1cccc(NC(=O)c2cc(Cl)nnc2Cl)c1,-1.9,-4,1,12,3,-3,3.9,4,-18
Cc1c(CC(=O)NC(C)C)c(=O)oc2cc3c(cc12)CCC(C)(C)O3,-2.8,0,2,4,-24,0,-2.2,5,3
O=C(NCC(=O)N1CCCC1)c1ccc(Br)cc1,-2.4,-1,-7,-11,0,-3,-1.4,-10,-8
COC(=O)C1=C(C(=O)OC)[C@@H]2N(C)c3ccccc3[C@@]23C[C@@H](C(=O)OC)N(C(=O)c2ccc(Br)cc2)C3=N1,nt,nt,-2,3,nt,4,nt,nt,-4
CCOC(=O)c1[nH]c(C)c(/C(O)=C2\C(=O)C(=O)N(CCCn3ccnc3)C2c2ccncc2)c1C (stereo unspecified),-2.7,4,0,-14,0,1,-0.6,-6,-2
COc1ccc(C2=C(Nc3ccc(C)cc3)c3ccccc3C2=O)cc1,-3.2,-8,3,-3,2,6,-3.1,12,8
CC(=O)c1cc(CC(=O)N2CCc3c([nH]c4ccccc34)C2c2ccccn2)cs1 (stereo unspecified),-2.7,-1,1,-6,-37,3,-3.3,-3,4
COc1ccc(-c2nn(C)c(=O)c3ccccc23)cc1CNC(=O)NC1CCCCC1,-0.4,-4,2,5,-8,nt,4.6,2,-9
COC(=O)c1cccc(N2C(=O)C3CC=CCC3C2=O)c1 (stereo unspecified),-2.5,-3,-1,1,-5,1,-2.9,9,-12
CCCCc1ccccc1NC(=S)NC1CCCC1,0.4,8,nt,-8,-17,2,-4.0,14,-6
Nc1ccc(N2CCN(C(=O)c3cccs3)CC2)cc1,-2.4,12,-2,10,-3,0,-2.3,13,-8
Cc1cccc(NC(=O)N2CCC(NC(=O)c3ccco3)CC2)c1,-2.9,2,2,-13,8,8,-1.1,4,4
NNC(=O)c1ccc(COc2ccc([N+](=O)[O-])cc2)o1,-1.3,7,-4,0,-3,6,-1.8,8,-7
CCCCOc1ccc(CSC(CC(=O)O)C(=O)O)cc1 (stereo unspecified),-2.4,-1,-1,3,-2,8,-1.1,1,2
CN(C)c1ccc(NC(=O)CSc2nnc(C3CCCCC3)n2N)cc1,-0.8,16,7,1,-16,1,-4.7,-1,-2
CN(Cc1ccon1)C(=O)C1CCC(=O)N(Cc2ccc(Cl)cc2)C1 (stereo unspecified),-2.5,1,-3,19,-6,-8,-1.1,2,-17
CCN(CC)CCN(C(=O)c1cccc([N+](=O)[O-])c1)c1nc2ccc(OC)cc2s1,-2.1,2,5,8,1,-1,-2.6,5,-11
COC(=O)c1ccc(C(=O)OC)c(NC(=S)N2CC(C)CC(C)C2)c1 (stereo unspecified),-1.1,-4,-3,11,-13,0,-2.4,-3,-4
CCc1nnc(NC(=O)CN2CCN(c3ccccc3F)CC2)s1,-2.2,-2,1,0,-10,0,-5.2,-19,1
C#CCNc1cc(-c2ccccc2)nc2ncnn12,-1.8,-5,7,15,-5,1,-1.6,-15,10
CN(C)C(=O)c1c(NC(=O)c2ccccc2)sc2c1CCC2,-4.7,0,2,9,-5,-1,-2.3,-7,2
COc1ccccc1/C=C/C(=O)NCC(=O)N1CCC(N(C)C2CCCC2)CC1,1.4,-17,1,17,0,6,1.5,14,9
Cc1nnc(NC(=O)c2ccccc2Br)s1,-1.6,-5,-1,19,-3,5,0.1,4,1
CCCCc1cc(=O)oc2cc(OCC(=O)Nc3ccccn3)ccc12,-2.1,-2,2,2,-15,4,-2.0,-2,-7
Cc1nc2ccccn2c1/C(O)=C1\C(=O)C(=O)N(CCCn2ccnc2)C1c1ccncc1 (stereo unspecified),-0.4,12,9,32,-1,-5,1.5,-5,-7

Reformatted: entries from further up.
SMILES: Cc1cccc(NC(=O)N2CCC(NC(=O)c3ccco3)CC2)c1
  IMP-1 inh: -2.9; PfM18AAP inh: 2; IDE inh: 2; SUMO HTRF inh: -13; FID counter: 8; IDE cell activ: 8; VIM-2 inh: -1.1; NS3 helicase inh: 4; pCIP destab: 4
SMILES: NNC(=O)c1ccc(COc2ccc([N+](=O)[O-])cc2)o1
  IMP-1 inh: -1.3; PfM18AAP inh: 7; IDE inh: -4; SUMO HTRF inh: 0; FID counter: -3; IDE cell activ: 6; VIM-2 inh: -1.8; NS3 helicase inh: 8; pCIP destab: -7
SMILES: CCCCOc1ccc(CSC(CC(=O)O)C(=O)O)cc1 (stereo unspecified)
  IMP-1 inh: -2.4; PfM18AAP inh: -1; IDE inh: -1; SUMO HTRF inh: 3; FID counter: -2; IDE cell activ: 8; VIM-2 inh: -1.1; NS3 helicase inh: 1; pCIP destab: 2

More compounds:
molecule,IMP-1 inh,PfM18AAP inh,IDE inh,SUMO HTRF inh,FID counter,IDE cell activ,VIM-2 inh,NS3 helicase inh,pCIP destab
COC(=O)c1ccccc1NC(=O)Nc1ncccc1C,-2.4,-2,-3,-5,2,6,-1.6,10,-9
Cc1c(NC(=O)C(C)OC(=O)c2cccnc2)c(=O)n(-c2ccccc2)n1C (stereo unspecified),-1.9,-1,5,2,2,-1,-3.1,-5,-11
Cc1ccc(OCCN2C(=O)NC3(CCc4ccccc4C3)C2=O)cc1 (stereo unspecified),-4.0,-4,-1,-3,-20,7,-1.6,-1,-4
COC(=O)c1cc(NC(=O)c2cc(-c3ccc(OC)cc3)oc2C(F)(F)F)ccc1N1CCOCC1,-0.6,14,4,-2,-18,10,0.3,28,0
COC(=O)c1cnc(Oc2ccc(NC(=O)NC(=O)c3c(F)cccc3F)cc2)cc1C(F)(F)F,-1.4,1,3,9,-4,-1,-1.0,11,1
CCOC(=O)c1sc(=S)n(-c2ccccc2OC)c1N,-1.1,20,-2,6,1,1,-0.8,5,-14
O=C(NNC(=S)NCc1ccccc1)c1ccc(OC(F)F)cc1,-4.1,3,2,23,-4,-1,-4.4,6,5
COc1cc(N(C)C)c([N+](=O)[O-])cc1C(=O)N1CCN(Cc2ccccc2)CC1,-2.1,-6,-3,0,-3,7,-2.0,3,3
O=C(O)C1CC(=O)N(c2ccc(OCc3c(F)cccc3Cl)cc2)C1 (stereo unspecified),-2.0,5,8,-5,-40,-13,-2.4,12,-7
O=C(CSc1nncc(=O)[nH]1)NC1CCCCC1,-0.9,0,2,10,-4,2,-2.6,-1,-2
COc1ccccc1/C=C1\C(=O)Nc2ccccc21,-3.8,14,nt,10,-17,-1,-1.4,4,-5
O=C1CCSc2ccc(Cl)cc2N1Cc1ccccc1,-1.0,0,0,-15,-2,2,0.1,-3,-3
COc1cc(C=O)c(Br)cc1OC1CCCC1,-1.5,-3,6,16,0,5,-3.1,-2,-3
O=c1cc(C(F)(F)F)[nH]c2c(OC(F)(F)F)cccc12,-1.2,0,7,29,3,5,-1.0,3,-9
CCCCC(=O)Nc1cccc(-c2ccc3nncn3n2)c1,-1.2,-8,0,17,-10,5,0.1,-2,-6
CCOP(=O)(OCC)C(Nc1cccc(C(F)(F)F)c1)c1ccc(C)cc1 (stereo unspecified),-2.0,5,4,-10,-30,-3,-2.3,-13,-8
O=C(c1cnc2sccn2c1=O)N1CCN(c2ccccc2Cl)CC1,-1.4,-3,-4,21,-11,2,-2.1,-3,-8
COc1ccc(N2C(=O)C(CC(=O)Nc3ccc(F)cc3)N(CCc3cccs3)C2=O)cc1 (stereo unspecified),-4.3,-4,3,-10,-10,2,-1.7,-14,-3
